Screening data as filed in PubChem.
PRC2 inh: EZH2/PRC2 methyltransferase inhibitors, primary screen, biochemical, DELFIA time-resolved fluorescence, single point; inhibition, % at 12.5 µM; 57,000 tested, 0.35% active; PRC2 H3K27 methylation, DELFIA TRF, 1 h; Histone-lysine N-methyltransferase EZH2 (Homo sapiens), Q15910;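 active = mean inhibition of replicates at least 50% and every single replicate also reaching 50%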;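 also: dimethyl H3K27 on biotinylated H3 21-44 peptide detected by antibody; plate controls were median neutral control wells for no effect and median positive control wells for full effect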
Target sequence (Q15910 whole entry, looked up): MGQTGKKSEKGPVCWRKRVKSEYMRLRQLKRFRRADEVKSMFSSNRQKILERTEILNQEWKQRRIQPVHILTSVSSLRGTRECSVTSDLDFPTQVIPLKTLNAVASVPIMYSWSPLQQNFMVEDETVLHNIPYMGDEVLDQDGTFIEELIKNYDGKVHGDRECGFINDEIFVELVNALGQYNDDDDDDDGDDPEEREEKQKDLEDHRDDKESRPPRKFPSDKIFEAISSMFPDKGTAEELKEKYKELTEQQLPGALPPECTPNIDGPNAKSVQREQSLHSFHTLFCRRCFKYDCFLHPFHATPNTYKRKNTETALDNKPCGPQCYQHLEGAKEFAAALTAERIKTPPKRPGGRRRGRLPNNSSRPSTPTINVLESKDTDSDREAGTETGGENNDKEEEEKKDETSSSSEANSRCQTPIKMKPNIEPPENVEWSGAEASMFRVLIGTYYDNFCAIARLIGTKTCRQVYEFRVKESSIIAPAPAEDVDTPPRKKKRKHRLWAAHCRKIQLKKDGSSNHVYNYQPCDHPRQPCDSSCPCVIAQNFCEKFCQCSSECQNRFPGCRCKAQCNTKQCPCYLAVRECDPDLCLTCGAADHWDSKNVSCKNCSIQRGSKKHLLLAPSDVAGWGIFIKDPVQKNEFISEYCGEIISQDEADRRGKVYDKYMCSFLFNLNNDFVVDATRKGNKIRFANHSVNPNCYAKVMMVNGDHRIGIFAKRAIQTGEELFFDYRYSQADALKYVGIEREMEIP
IDH1 mut inh: inhibitors of IDH1 R132H reductase, primary screen, biochemical, plate reader, single point | 70,000 tested, 0.18% active | inhibition, % at 10 µM | diaphorase/resazurin fluorescence, 60 min; in the data active = inhibition above about 34%;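 also: 0% = DMSO and 100% = no enzyme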
Numbers without * were called inactive; . = not tested or not shown; & = joins results of further samples. An excerpt, so the mix of outcomes need not match the whole.

Preview:
SMILES | PRC2 inh | IDH1 mut inh
O=C(NCC[C@H]1CC[C@@H](NC(=O)C2CCCC2)[C@@H](CO)O1)c1ccc(F)cc1 | -6 | -0.2
O=C(CCN1CCCCC1)NCC[C@H]1CC[C@H](NC(=O)Cc2cccnc2)[C@@H](CO)O1 | 0 | 0.0
COc1ccc(NC(=O)Nc2ccc3c(c2)C(=O)N([C@@H](C)CO)C[C@@H](C)[C@@H](CN(C)C(=O)Nc2ccccc2)O3)cc1 | . | -0.8
Cc1ccc(-c2ccc3c(c2)O[C@H](CN(C)C(=O)CN(C)C)[C@@H](C)CN([C@@H](C)CO)S3(=O)=O)cc1 | -22 | -0.7
C[C@@H]1CCCCO[C@H](CN(C)C(=O)Nc2ccccc2)[C@H](C)CN([C@H](C)CO)C(=O)c2cc(NC(=O)CCC(F)(F)F)ccc2O1 | . | 2.0
CO[C@@H]1CN(C)C(=O)c2ccc(NC(=O)C3CC3)cc2OC[C@@H](C)N(CC2CCOCC2)C[C@@H]1C | 3 | 0.1
O=C(C[C@@H]1CC[C@@H](NC(=O)C2CC2)[C@@H](CO)O1)Nc1ccccc1 | 1 | -0.1
C/C=C/c1ccc2c(c1)O[C@H](CN(C)S(=O)(=O)c1ccccc1OC)[C@H](C)CN([C@@H](C)CO)S2(=O)=O | . | 2.0
C[C@H](CO)N1C[C@H](C)[C@H](CN(C)C(=O)c2cccnc2)Oc2ncc(-c3ccc(F)cc3)cc2C1=O | . | 0.3
C[C@@H]1CN([C@H](C)CO)C(=O)c2cc(-c3cncnc3)cnc2O[C@H]1CN(C)C(=O)Cc1ccccc1 | 10 | -4.6
CO[C@H]1CN(C)C(=O)c2ccc(NC(=O)C3CC3)cc2OC[C@@H](C)N(Cc2ccc(F)cc2)C[C@H]1C | -13 | 0.0
C[C@H]1CN([C@@H](C)CO)C(=O)Cc2cc(NS(=O)(=O)c3cccs3)ccc2O[C@@H]1CN(C)CC1CC1 | . | 0.7

Main list, from the first entry:
SMILES | PRC2 inh | IDH1 mut inh
O=C(NCC[C@H]1CC[C@@H](NC(=O)C2CCCC2)[C@@H](CO)O1)c1ccc(F)cc1 | -6 | -0.2
O=C(CCN1CCCCC1)NCC[C@H]1CC[C@H](NC(=O)Cc2cccnc2)[C@@H](CO)O1 | 0 | 0.0
COc1ccc(NC(=O)Nc2ccc3c(c2)C(=O)N([C@@H](C)CO)C[C@@H](C)[C@@H](CN(C)C(=O)Nc2ccccc2)O3)cc1 | . | -0.8
Cc1ccc(-c2ccc3c(c2)O[C@H](CN(C)C(=O)CN(C)C)[C@@H](C)CN([C@@H](C)CO)S3(=O)=O)cc1 | -22 | -0.7
C[C@@H]1CCCCO[C@H](CN(C)C(=O)Nc2ccccc2)[C@H](C)CN([C@H](C)CO)C(=O)c2cc(NC(=O)CCC(F)(F)F)ccc2O1 | . | 2.0
CO[C@@H]1CN(C)C(=O)c2ccc(NC(=O)C3CC3)cc2OC[C@@H](C)N(CC2CCOCC2)C[C@@H]1C | 3 | 0.1
O=C(C[C@@H]1CC[C@@H](NC(=O)C2CC2)[C@@H](CO)O1)Nc1ccccc1 | 1 | -0.1
C/C=C/c1ccc2c(c1)O[C@H](CN(C)S(=O)(=O)c1ccccc1OC)[C@H](C)CN([C@@H](C)CO)S2(=O)=O | . | 2.0
C[C@H](CO)N1C[C@H](C)[C@H](CN(C)C(=O)c2cccnc2)Oc2ncc(-c3ccc(F)cc3)cc2C1=O | . | 0.3
C[C@@H]1CN([C@H](C)CO)C(=O)c2cc(-c3cncnc3)cnc2O[C@H]1CN(C)C(=O)Cc1ccccc1 | 10 | -4.6
CO[C@H]1CN(C)C(=O)c2ccc(NC(=O)C3CC3)cc2OC[C@@H](C)N(Cc2ccc(F)cc2)C[C@H]1C | -13 | 0.0
C[C@H]1CN([C@@H](C)CO)C(=O)Cc2cc(NS(=O)(=O)c3cccs3)ccc2O[C@@H]1CN(C)CC1CC1 | . | 0.7
CCn1c2ccccc2c2cc(NC(=O)CN(C)S(=O)(=O)c3ccccc3)ccc21 | -10 | 0.1
C[C@@H]1CN([C@@H](C)CO)C(=O)Cc2cc(NC(=O)Cc3ccccc3)ccc2O[C@@H]1CN(C)Cc1ccc(C(=O)O)cc1 | -2 | 0.4
C[C@H](CO)N1C[C@H](C)[C@H](CN(C)Cc2ccc3c(c2)OCO3)Oc2ccc(NC(=O)CCCCCC(=O)Nc3ccccc3N)cc2C1=O | -3 | .
COc1ccc(NC(=O)N[C@H]2CC[C@H](CCNS(=O)(=O)c3ccccc3F)O[C@H]2CO)cc1 | -7 | 0.1
C=CC[C@@]12N=C(c3ccc(OCCCO)cc3)O[C@@H]1c1ccccc1CN(Cc1ccccc1)C2=O | 11 | .
C=C1C(=O)O[C@@H]2C[C@H](C)[C@@]3(O)C[C@H](O)[C@@](C)(C[C@@H](OC(=O)C(C)C)[C@@H]12)O3 | . | -0.4
C=C1C(NC)CCC23CC24CCC2(C)C(C(C)N(C)C(C)=O)C(O)CC2(C)C4CCC13 (stereo not given) | 1 | -0.1
O=C(CSc1nc2c(c(-c3ccccc3)n1)CCCCC2)N1N=CCC1c1ccccc1 (stereo not given) | 12 | -0.5
Cc1ccc(S(=O)(=O)N(C)C[C@@H]2OCCCC[C@H](C)Oc3ccc(NC(=O)CCCN(C)C)cc3C(=O)N([C@@H](C)CO)C[C@H]2C)cc1 | . | -11
COc1ccc(-c2cnc3c(c2)C(=O)N([C@H](C)CO)C[C@H](C)[C@H](CN(C)C(=O)NC2CCCC2)O3)cc1 | . | -1.8&-1.9
Cc1noc(C)c1NC(=O)N(C)C[C@H]1OCCCC[C@@H](C)Oc2ccc(NS(C)(=O)=O)cc2C(=O)N([C@H](C)CO)C[C@H]1C | . | 1.0
Cn1c(SCC(=O)c2ccc(Br)cc2)nnc1-c1cc2ccccc2o1 | -8 | 0.0
O=S(=O)(c1ccc(Cl)cc1)N1CCN(CC(O)COc2ccc3ccccc3c2)CC1 (stereo not given) | . | 0.5
C[C@@H]1CN([C@H](C)CO)S(=O)(=O)c2ccc(C3=CCCCC3)cc2O[C@H]1CN(C)C(=O)c1ccccc1 | -25 | .
C[C@H]1CN([C@@H](C)CO)C(=O)Cc2cc(NC(=O)CCC(F)(F)F)ccc2O[C@@H]1CN(C)C(=O)NC1CCCCC1 | 2 | 0.0
COc1cc(Br)cc(/C=N/NC(=O)c2ccccn2)c1O | -2 | 0.1
C[C@@H]1CN([C@@H](C)CO)C(=O)Cc2cc(NC(=O)CCC(F)(F)F)ccc2O[C@H]1CN(C)Cc1ccc(Oc2ccccc2)cc1 | . | 1.1
O=C(N[C@H]1CC[C@H](CCn2cc(C3(O)CCCC3)nn2)O[C@H]1CO)c1ccccc1F | -6 | -0.1
Cc1ccc(-c2nc3ncccc3o2)cc1NC(=O)COc1ccc(Br)cc1 | 11 | 0.0
Cc1noc(C)c1S(=O)(=O)Nc1ccc2c(c1)CC(=O)N([C@H](C)CO)C[C@@H](C)[C@@H](CN(C)S(=O)(=O)c1ccc(F)cc1)O2 | . | 0.2
C[C@@H]1CN([C@H](C)CO)C(=O)Cc2cc(NC(=O)Nc3ccc4c(c3)OCO4)ccc2O[C@@H]1CN(C)CC1CCCCC1 | -1 | .
CCCN1C[C@H](C)[C@H](OC)CN(C)C(=O)c2ccc(NC(=O)c3cccc(F)c3)cc2OC[C@@H]1C | -3 | 0.0
C[C@@H]1CN([C@@H](C)CO)C(=O)c2cc(NC(=O)NC3CCCCC3)ccc2O[C@H]1CN(C)S(=O)(=O)c1cccs1 | . | -4.2
CN(C)CC(=O)N[C@@H]1CC[C@@H](CCn2cc(C3CCCCC3)nn2)O[C@@H]1CO | -4 | 0.1
C[C@@H]1CCCCO[C@@H](CN(C)C(=O)c2ccncc2)[C@H](C)CN([C@@H](C)CO)C(=O)c2cc(NC(=O)Cc3ccccc3)ccc2O1 | . | 1.8
COCC#Cc1ccc2c(c1)O[C@H](CN(C)S(=O)(=O)c1cccc(F)c1)[C@H](C)CN([C@@H](C)CO)S2(=O)=O | -10 | 0.2
CO[C@@H]1CN(C)C(=O)c2cc(NC(=O)Nc3c(C)noc3C)ccc2OC[C@H](C)N(CCC(F)(F)F)C[C@@H]1C | 1 | 0.8
C[C@H]1CN([C@@H](C)CO)S(=O)(=O)c2ccc(C#CC3(O)CCCC3)cc2O[C@H]1CN(C)C(=O)c1ccncc1 | . | 3.0
CC(C)NC(=O)N(C)C[C@H]1OCc2cn(nn2)CCCC(=O)N([C@H](C)CO)C[C@@H]1C | . | -1.4
COc1ccc(C(=O)Nc2cccc(C(=O)NCc3ccco3)c2)cc1 | 2 | 0.1
CCC(=O)N1C[C@H](C)[C@@H](OC)CN(C)C(=O)c2cc(NC(=O)Nc3ccccc3)ccc2OC[C@@H]1C | 4 | 0.2
C[C@H](CO)N1C[C@H](C)[C@@H](CN(C)S(=O)(=O)c2ccc(F)cc2)OCCCC[C@H](C)Oc2ccc(NC(=O)Nc3ccccc3)cc2C1=O | . | -0.7
CC1=C(C(=O)Nc2ccccc2Cl)C(c2cc(Br)ccc2OCC(N)=O)NC(=S)N1 (stereo not given) | -4 | 5.6
O=C(O)c1ccc(C(Nc2ccccn2)c2cc(Cl)c3cccnc3c2O)cc1 (stereo not given) | -3 | 0.2
COc1ccc(S(=O)(=O)N(C)CC(=O)Nc2ccc(Br)cc2F)cc1C | 16 | -0.1
C[C@H](O)C#Cc1cnc2c(c1)C(=O)N([C@H](C)CO)C[C@@H](C)[C@H](CN(C)C(=O)c1ccc(F)cc1)O2 | -2 | -1.5
COc1ccc(S(=O)(=O)Nc2cccc3c2O[C@@H](CN(C)Cc2ccc(Oc4ccccc4)cc2)[C@@H](C)CN([C@H](C)CO)C3=O)cc1 | . | 0.3
COCC(=O)Nc1ccc2c(c1)OC[C@@H](C)N(C(=O)C1CCCC1)C[C@@H](C)[C@H](OC)CN(C)C2=O | -5 | .

Other compounds:
SMILES | PRC2 inh | IDH1 mut inh
CCC(=O)N1C[C@H](C)[C@@H](OC)CN(C)C(=O)c2ccc(NC(=O)Nc3cccc(F)c3)cc2OC[C@@H]1C | 2 | -0.4
CCC(=O)N(C)C[C@@H]1Oc2ncc(C#CC3(O)CCCC3)cc2C(=O)N([C@H](C)CO)C[C@H]1C | . | 0.2
CCCN(C)C[C@H]1OCCCC[C@@H](C)Oc2ccc(NC(=O)CCCN(C)C)cc2C(=O)N([C@H](C)CO)C[C@@H]1C | -17 | 2.6
CC(C)NC(=O)Nc1ccc2c(c1)C(=O)N([C@@H](C)CO)C[C@@H](C)[C@@H](CN(C)CC1CCCCC1)O2 | 9 | 1.1
C[C@H]1CN([C@@H](C)CO)C(=O)c2cc(NC(=O)c3ccncc3)ccc2O[C@@H]1CN(C)C(=O)Nc1cccc2ccccc12 | 1 | 0.6
COc1ccc(-c2cnc3c(c2)C(=O)N([C@@H](C)CO)C[C@H](C)[C@@H](CN(C)Cc2ccccn2)O3)cc1 | 6 | -0.8
CCOC(=O)N(C)C[C@H]1OCc2cn(nn2)CCCC(=O)N([C@H](C)CO)C[C@@H]1C | . | -0.8
Cc1cccc(S(=O)(=O)N(C)C[C@@H]2OCc3cn(nn3)CCCC(=O)N([C@H](C)CO)C[C@@H]2C)c1 | 9 | -0.2
C[C@H]1CN([C@@H](C)CO)C(=O)c2cccc(NC(=O)c3cnccn3)c2O[C@@H]1CN(C)Cc1ccc(C(=O)Nc2ccccc2N)cc1 | -8 | .
Cc1ccc(S(=O)(=O)N[C@H]2C=C[C@@H](CC(=O)NCCCN(C)C)O[C@H]2CO)cc1 | 4 | -0.5
C[C@@H]1CN([C@@H](C)CO)C(=O)c2cc(NC(=O)C3CC3)ccc2O[C@H]1CN(C)Cc1ccc2c(c1)OCO2 | -17 | 2.7
COc1ccc(CN(C)C[C@H]2Oc3ccc(NC(=O)C4CCCCC4)cc3C(=O)N([C@H](C)CO)C[C@H]2C)cc1 | 6 | 0.2
c1ccc(-c2cc3c(NCC4CCCO4)ncnc3s2)cc1 (stereo not given) | 0 | -0.5
CN(C)C(=O)C[C@@H]1C[C@@H]2c3cc(NC(=O)Nc4ccccc4)ccc3O[C@@H]2[C@@H](CO)O1 | 22 | 73*
O=C(NCC[C@@H]1CC[C@@H](NS(=O)(=O)c2ccc(Cl)cc2)[C@H](CO)O1)c1ccc2c(c1)OCO2 | -5 | 0.2
CN(C)CCNC(=O)c1cc(-c2cccnc2)nc2c(Cl)cccc12 | 0 | -0.2
CO[C@@H]1CN(C)C(=O)c2ccc(NC(=O)c3cnccn3)cc2OC[C@H](C)N(CCc2ccccc2)C[C@H]1C | 3 | -0.3
C[C@H]1CN([C@@H](C)CO)C(=O)c2cccc(NS(=O)(=O)c3cn(C)cn3)c2O[C@H]1CN(C)C | 2 | 1.3
Cc1noc(C)c1NC(=O)Nc1ccc2c(c1)CC(=O)N([C@@H](C)CO)C[C@@H](C)[C@H](CN(C)S(=O)(=O)c1c(C)noc1C)O2 | . | 1.3
C[C@@H]1CCCCO[C@H](CN(C)C(=O)Cc2ccccc2)[C@H](C)CN([C@@H](C)CO)C(=O)c2cc(NC(=O)Nc3ccc4c(c3)OCO4)ccc2O1 | . | -0.2
C[C@H]1CN([C@@H](C)CO)C(=O)Cc2cc(NC(=O)CCC(F)(F)F)ccc2O[C@@H]1CN(C)Cc1ccc(-c2ccccc2)cc1 | . | 0.3
C[C@@H]1CN([C@@H](C)CO)C(=O)Cc2cc(NC(=O)CCC(F)(F)F)ccc2O[C@H]1CN(C)Cc1ccc(-c2ccccc2)cc1 | . | 0.6
C[C@@H]1CN([C@@H](C)CO)C(=O)c2cc(NC(=O)C3CC3)ccc2O[C@@H]1CN(C)Cc1ccccc1 | -16 | 1.9
COc1ccc(NC(=O)Nc2ccc3c(c2)C(=O)N([C@H](C)CO)C[C@H](C)[C@H](CN(C)S(=O)(=O)c2cccs2)OCCCC[C@H](C)O3)cc1 | . | 1.9
CO[C@@H]1CN(C)C(=O)c2ccc(NC(=O)c3nc4ccccc4s3)cc2OC[C@@H](C)NC[C@@H]1C | -3 | -0.9
